AID2073: inhibitors of Mint1-CaV2.2 protein interaction, biochemical, HTRF (AID 2073) | Voltage-dependent N-type calcium channel subunit alpha-1B (Homo sapiens) | HTRF protein-protein interaction, Mint1-CaV2.2; higher % means a stronger effect | inhibition, % at 20 µM, or IC50 in µM where a hit was titrated | hit rate 0.19% among 290,000; in the data active = inhibition mostly above about 51%, no sharp cut-off; inconclusive = no clear call, values can overlap the other calls; inactive = mostly below about 53%; note: some results filed as inactive read as strong as hits
NS5 inhibitors: Dengue-2 NS5 methyltransferase inhibitors, primary screen, biochemical, confirmation dose response (AID 588689); Dengue-2 NS5 methyltransferase capping enzyme assay, biochemical; higher % means a stronger effect; inhibition, % at 25 µM, or IC50 in µM where a hit was titrated; hit rate 0.3% among 340,000; in the data active = a potency from the dose series; inconclusive = inhibition above about 29% without an active follow-up result
XIAP displacement: XIAP antagonists, biochemical, IAP family, fluorescence polarization (AID 1018); E3 ubiquitin-protein ligase XIAP (Homo sapiens); XIAP BIR domain, fluorescence polarization peptide displacement; higher % means a stronger effect; one-dose displacement, % at 20 µM; IC50 in µM for titrated hits; hit rate 0.007% among 200,000; in the data active = displacement above about 50%; note: a part of the inactive calls stands beside numbers as strong as those of hits
NOD2 inhibition: NOD2 signaling inhibitors, cell-based, luminescence, uHTS, HEK293 (AID 1566); HEK293 NOD2/NF-kB luciferase reporter, luminescence; higher % means a stronger effect; one-dose inhibition, % at 4 µM; EC50 in µM for titrated hits; hit rate 0.63% among 290,000; note: many of its hits are not listed in these tables
HIV fusion peptide: inhibitors of HIV fusion peptide binding, primary screen, biochemical, uHTS, fluorescence dequenching (AID 1986). hit rate 0.3% among 290,000. one-dose inhibition, % at 20 µM; IC50 in µM for titrated hits. cell-free peptide binding, fluorescence dequenching, 30 min; higher % means a stronger effect; in the data active = inhibition mostly above about 52%, no sharp cut-off; inactive = mostly below about 76%; note: some results filed as inactive read as strong as hits
Lipid droplet: inhibitors of hepatocyte lipid droplet formation, primary screen, imaging, high-throughput imaging, BODIPY stain. AML12 mouse hepatocytes, oleate lipid droplets. inhibition, % at 6.5 µM. hit rate 0.4% among 240,000;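 active = lipid droplet intensity inhibited by at least 50%, with more than 500 cells counted; inconclusive = wells with under 300 cells, treated as cytotoxic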
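Test system: AML12 mouse liver cells; schedule: overnight exposure; technique: high-content imaging of BODIPY-stained droplets and DAPI nuclei; read-out: % inhibition of corrected integrated BODIPY droplet signal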
Myeloid diff MLP: induction of myeloid progenitor differentiation, primary screen, cell-based, flow cytometry, MLPCN library; ER-HoxA9 myeloid progenitors, lysozyme-GFP differentiation; calls only at 10 µM; hit rate 1% among 360,000; AID 624256, 2012;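 active = normalized GFP-positive differentiation at or above the plate's own cutoff, the solvent-only control mean plus 3 SD; inconclusive = no clear call, values can overlap the other calls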;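 note: cells exposed to compound for four days before flow analysis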
LYP inhibition: inhibitors of LYP phosphatase, biochemical, fluorescence intensity, uHTS (AID 1779). inhibition, % at 11.5 µM; hits with a dose series show IC50 in µM. hit rate 0.054% among 290,000. Tyrosine-protein phosphatase non-receptor type 22 (Homo sapiens). recombinant LYP phosphatase, fluorescence intensity; higher % means a stronger effect;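 note: plate controls were vehicle with enzyme for no effect and no enzyme for full effect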
Siah-1 displacement: Siah-1 peptide-binding antagonists, primary screen, biochemical, fluorescence polarization, rhodamine-plectin, uHTS (AID 1817); E3 ubiquitin-protein ligase SIAH1 (Homo sapiens); Siah-1 / rhodamine-plectin peptide fluorescence polarization; higher % means a stronger effect; one-dose displacement, % at 20 µM; IC50 in µM for titrated hits; hit rate 0.02% among 290,000;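 active = displacement of at least 50% at 20 µM, with a fluorescence ratio check between 0.3 and a set limit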;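 note: plate controls were Siah plus tracer with DMSO for no effect and tracer alone without Siah for full effect; strong numbers were not always called active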
Lipid droplet cells 6.5 µM: recorded beside Lipid droplet, whose call it bears; cell count; measured here: cell count, cytotoxicity flag;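 cells counted across two imaged fields per well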
Myeloid diff MLP GFP+ MAC1+ %: second read-out of Myeloid diff MLP, no call of its own (marks repeat the call); GFP+ MAC1+ double positive, %; measured here: differentiation confirmed by MAC1 staining
Numbers without * were called inactive. Cut-off read from the data, not from the text of the source, unless noted: active = inhibition above about 50%; inactive = the rest. These rows are one share of the data. The share of hits here may be higher or lower than overall.

Results for COc1ccc(CCNC(=O)c2sc(=S)n(C)c2N)cc1 ?
AID2073: 1%; NS5 inhibitors: 1%; XIAP displacement: -2.4%; NOD2 inhibition: 0%; HIV fusion peptide: 32%; Myeloid diff MLP: inactive; LYP inhibition: -7%; Siah-1 displacement: -4%; Myeloid diff MLP GFP+ MAC1+ %: 0.4

Results for CC(C)N1CCc2c(sc(NC(=O)CCS(=O)(=O)c3ccccc3)c2C(N)=O)C1 ?
AID2073: 13%; NS5 inhibitors: 1%; NOD2 inhibition: 5%; HIV fusion peptide: -1.4%; Lipid droplet: 1; Myeloid diff MLP: inconclusive; LYP inhibition: -8%; Siah-1 displacement: -1%; Lipid droplet cells 6.5 µM: 843

What do the screens show for `COc1ccc(CNC(=O)CC23CC4CC(CC(C4)C2)C3)cc1OC`?
AID2073: -6%; NS5 inhibitors: 4%; NOD2 inhibition: 8%; HIV fusion peptide: 2.0%; Lipid droplet: 2; Myeloid diff MLP: inactive; LYP inhibition: -6%; Siah-1 displacement: 12%; Lipid droplet cells 6.5 µM: 800; Myeloid diff MLP GFP+ MAC1+ %: 0.2

How did Cc1nc2oc3ccccc3c(=O)c2cc1C(=O)O do in these assays?
AID2073: 0%; NS5 inhibitors: 2%; NOD2 inhibition: 14%; HIV fusion peptide: 1.0%; Lipid droplet: -1; Myeloid diff MLP: inactive; LYP inhibition: -8%; Siah-1 displacement: 2%; Lipid droplet cells 6.5 µM: 807; Myeloid diff MLP GFP+ MAC1+ %: 0.4

Results for CNc1nc(N)c(C(=O)C(C)(C)C)s1 ?
AID2073: -9%; NS5 inhibitors: -5%; XIAP displacement: 0.5%; NOD2 inhibition: 0%; HIV fusion peptide: -2.4%; Lipid droplet: 28; Myeloid diff MLP: inactive; LYP inhibition: 1%; Siah-1 displacement: 11%; Lipid droplet cells 6.5 µM: 699; Myeloid diff MLP GFP+ MAC1+ %: 4.1

Results for Cc1cc(/C=C2\C(=N)N3C(SCc4ccccc4)=NSC3=NC2=O)c(C)n1Cc1ccccc1 ?
AID2073: 39%; NS5 inhibitors: 2%; XIAP displacement: -3.7%; NOD2 inhibition: -10%; HIV fusion peptide: 12%; Lipid droplet: -2; Myeloid diff MLP: inactive; LYP inhibition: 7%; Siah-1 displacement: 0%; Lipid droplet cells 6.5 µM: 779; Myeloid diff MLP GFP+ MAC1+ %: 7.1

How did CN(C)c1cccc(C(=O)Nc2cc(C(F)(F)F)ccc2-n2cnc3ccccc32)c1 do in these assays?
AID2073: 15%; NS5 inhibitors: 1%; XIAP displacement: -6.6%; NOD2 inhibition: -2%; HIV fusion peptide: -2.4%; Lipid droplet: -8; Myeloid diff MLP: inactive; LYP inhibition: -5%; Siah-1 displacement: 2%; Lipid droplet cells 6.5 µM: 634; Myeloid diff MLP GFP+ MAC1+ %: 0.2

What do the screens show for `Cc1ccc(SC(C)C(=O)Nc2c(C)n(C)n(-c3ccccc3)c2=O)cc1` (configuration not stated)?
AID2073: 1%; NS5 inhibitors: -3%; XIAP displacement: -3.0%; NOD2 inhibition: 5%; HIV fusion peptide: -1.6%; Lipid droplet: -8; Myeloid diff MLP: inactive; LYP inhibition: -5%; Siah-1 displacement: -3%; Lipid droplet cells 6.5 µM: 745; Myeloid diff MLP GFP+ MAC1+ %: 2.1

Results for COc1ccc(NC(=O)Nc2ccc3c(c2)OCO3)c(C)c1 ?
AID2073: -13%; NS5 inhibitors: -10%; NOD2 inhibition: -33%; HIV fusion peptide: -1.0%; Lipid droplet: -8; Myeloid diff MLP: inactive; LYP inhibition: -1%; Siah-1 displacement: 2%; Lipid droplet cells 6.5 µM: 716; Myeloid diff MLP GFP+ MAC1+ %: 0.8

How did COC(=O)Cn1ncc2c(C)n(Cc3ccccc3)c(C)c2c1=O do in these assays?
AID2073: 2%; NS5 inhibitors: -6%; XIAP displacement: -5.3%; NOD2 inhibition: -27%; HIV fusion peptide: 0.2%; Lipid droplet: 4; Myeloid diff MLP: inactive; LYP inhibition: -1%; Siah-1 displacement: -1%; Lipid droplet cells 6.5 µM: 643; Myeloid diff MLP GFP+ MAC1+ %: 2.3

What do the screens show for `O=C(c1cc2cc(F)ccc2[nH]1)N1CCc2ccccc2C1`?
AID2073: 8%; NS5 inhibitors: -4%; NOD2 inhibition: -20%; HIV fusion peptide: 1.1%; Lipid droplet: -2; Myeloid diff MLP: inactive; LYP inhibition: 7%; Siah-1 displacement: 0%; Lipid droplet cells 6.5 µM: 712; Myeloid diff MLP GFP+ MAC1+ %: 0.8

Results for CCOc1cccc(N2C(=O)CC(N(CCc3ccc(OC)c(OC)c3)C(=O)CC)C2=O)c1 (configuration not stated) ?
AID2073: -8%; NS5 inhibitors: 1%; XIAP displacement: -6.1%; NOD2 inhibition: 9%; HIV fusion peptide: 2.3%; Lipid droplet: 3; Myeloid diff MLP: inactive; LYP inhibition: -1%; Siah-1 displacement: 2%; Lipid droplet cells 6.5 µM: 664; Myeloid diff MLP GFP+ MAC1+ %: 0.9

Results for CCOC(=O)c1c(NC(=O)CSc2ncn[nH]2)sc(C)c1C ?
AID2073: -21%; NS5 inhibitors: 0%; XIAP displacement: -2.4%; HIV fusion peptide: -1.8%; Lipid droplet: 7; Myeloid diff MLP: inactive; LYP inhibition: 3%; Siah-1 displacement: -3%; Lipid droplet cells 6.5 µM: 656; Myeloid diff MLP GFP+ MAC1+ %: 0.7

How did CCN1CCN(C(=S)Nc2ccc(Cl)cc2Cl)CC1 do in these assays?
AID2073: -13%; NS5 inhibitors: -1%; XIAP displacement: -8.2%; NOD2 inhibition: 5%; HIV fusion peptide: -1.2%; Lipid droplet: 12; Myeloid diff MLP: inactive; LYP inhibition: -2%; Siah-1 displacement: -1%; Lipid droplet cells 6.5 µM: 756; Myeloid diff MLP GFP+ MAC1+ %: 0.9

How did S=C(Nc1cccc(Cl)c1Cl)N1CCC2(CC1)OCCO2 do in these assays?
AID2073: -29%; NS5 inhibitors: -5%; XIAP displacement: -0.2%; NOD2 inhibition: -27%; HIV fusion peptide: -2.3%; Lipid droplet: 4; Myeloid diff MLP: inactive; LYP inhibition: -3%; Siah-1 displacement: 0%; Lipid droplet cells 6.5 µM: 671; Myeloid diff MLP GFP+ MAC1+ %: 0.0

How did OC(CN1CCCCC1)Cn1c2ccccc2c2ccccc21 (configuration not stated) do in these assays?
AID2073: 11%; NS5 inhibitors: -2%; NOD2 inhibition: -17%; HIV fusion peptide: 0.1%; Lipid droplet: -3; Myeloid diff MLP: inactive; LYP inhibition: -11%; Siah-1 displacement: -1%; Lipid droplet cells 6.5 µM: 808; Myeloid diff MLP GFP+ MAC1+ %: 0.7

How did O=C(NN1C(=O)c2ccccc2C1=O)c1ccc2c(c1)C(=O)N(CC1CCCO1)C2=O (configuration not stated) do in these assays?
AID2073: inconclusive; NS5 inhibitors: -9%; NOD2 inhibition: 5%; HIV fusion peptide: -1.6%; Lipid droplet: -1; Myeloid diff MLP: inactive; LYP inhibition: -6%; Siah-1 displacement: 11%; Lipid droplet cells 6.5 µM: 692; Myeloid diff MLP GFP+ MAC1+ %: 0.6

How did C/C(=N\NC(=O)c1cc(C)[nH]n1)C(C)(C)C do in these assays?
AID2073: 2%; NS5 inhibitors: -4%; XIAP displacement: 2.5%; NOD2 inhibition: 1%; HIV fusion peptide: 1.4%; Lipid droplet: 3; Myeloid diff MLP: inactive; LYP inhibition: -1%; Siah-1 displacement: 1%; Lipid droplet cells 6.5 µM: 694; Myeloid diff MLP GFP+ MAC1+ %: 0.0

What do the screens show for `CCOC(=O)C(Cc1ccccc1)NC(=O)CCC(=O)c1ccc(OC)cc1` (configuration not stated)?
AID2073: 4%; NS5 inhibitors: -17%; NOD2 inhibition: 8%; HIV fusion peptide: -0.7%; Myeloid diff MLP: inactive; LYP inhibition: -7%; Siah-1 displacement: 2%; Myeloid diff MLP GFP+ MAC1+ %: 1.0

What do the screens show for `CN(C)NC(=O)c1csnc1-c1c(Cl)cccc1Cl`?
AID2073: -1%; NS5 inhibitors: 2%; NOD2 inhibition: 8%; HIV fusion peptide: -1.1%; Lipid droplet: -5; Myeloid diff MLP: inactive; LYP inhibition: -7%; Siah-1 displacement: -6%; Lipid droplet cells 6.5 µM: 677; Myeloid diff MLP GFP+ MAC1+ %: 0.3

Results for N#C/C(=C\c1ccc(N2CCCCC2)o1)C(=O)Nc1cccc(Br)c1 ?
AID2073: 0%; NS5 inhibitors: -144%; XIAP displacement: -0.6%; NOD2 inhibition: -61%; HIV fusion peptide: 22%; Lipid droplet: 4; Myeloid diff MLP: active; LYP inhibition: -2%; Siah-1 displacement: 0%; Lipid droplet cells 6.5 µM: 646; Myeloid diff MLP GFP+ MAC1+ %: 2.9*

Results for CCCCNc1nc2ccccc2n1CC(=O)Nc1ccc2c(c1)OCCO2 ?
AID2073: -2%; NOD2 inhibition: 0%; HIV fusion peptide: -2.0%; Lipid droplet: 13; LYP inhibition: 1%; Siah-1 displacement: 1%; Lipid droplet cells 6.5 µM: 734

Results for O=C(O)c1ccc(N=Cc2c(O)ccc3oc4c(c23)CCCC4)cc1 ?
AID2073: 19%; NS5 inhibitors: -2%; NOD2 inhibition: 28%; HIV fusion peptide: 0.8%; Myeloid diff MLP: inactive; LYP inhibition: -3%; Siah-1 displacement: 8%; Myeloid diff MLP GFP+ MAC1+ %: 0.9

Quoted at random: 3 compounds from above.
How did CN(C)c1cccc(C(=O)Nc2cc(C(F)(F)F)ccc2-n2cnc3ccccc32)c1 do in these assays?
AID2073: 15%; NS5 inhibitors: 1%; XIAP displacement: -6.6%; NOD2 inhibition: -2%; HIV fusion peptide: -2.4%; Lipid droplet: -8; Myeloid diff MLP: inactive; LYP inhibition: -5%; Siah-1 displacement: 2%; Lipid droplet cells 6.5 µM: 634; Myeloid diff MLP GFP+ MAC1+ %: 0.2

Results for CNc1nc(N)c(C(=O)C(C)(C)C)s1 ?
AID2073: -9%; NS5 inhibitors: -5%; XIAP displacement: 0.5%; NOD2 inhibition: 0%; HIV fusion peptide: -2.4%; Lipid droplet: 28; Myeloid diff MLP: inactive; LYP inhibition: 1%; Siah-1 displacement: 11%; Lipid droplet cells 6.5 µM: 699; Myeloid diff MLP GFP+ MAC1+ %: 4.1

What do the screens show for `Cc1ccc(SC(C)C(=O)Nc2c(C)n(C)n(-c3ccccc3)c2=O)cc1` (configuration not stated)?
AID2073: 1%; NS5 inhibitors: -3%; XIAP displacement: -3.0%; NOD2 inhibition: 5%; HIV fusion peptide: -1.6%; Lipid droplet: -8; Myeloid diff MLP: inactive; LYP inhibition: -5%; Siah-1 displacement: -3%; Lipid droplet cells 6.5 µM: 745; Myeloid diff MLP GFP+ MAC1+ %: 2.1
